Source: PubChem BioAssay (several laboratories)
Furin inh: human furin inhibitors, primary screen, biochemical, fluorescence intensity | purified furin, fluorogenic substrate cleavage | inhibition, % at 30 µM | AID 463115, 2010 | hit rate 0.061% among 220,000; in the data active = inhibition above about 25%; also: inactives centre near -15
PERK inh: block of dimerizer-induced PERK translation repression, primary screen, PERK inhibitor project, CHO PERK-DD cells, SEAP luminescence, HTS | Eukaryotic translation initiation factor 2-alpha kinase 3 (Homo sapiens), Q9NZJ5 | CHO PERK-DD fusion, SEAP luminescence translation reporter | inhibition, % at 5.6 µM | hit rate 0.17% among 220,000;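 active = inhibition above the mean inhibition of all tested compounds plus 3 SD, set separately per screening campaign, cut at about 2.9% in these data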;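 also: PERK kinase domain activated by AP20187 dimerizer at 100 nM; 0% = DMSO with dimerizer and 100% = rapamycin at 8.4 µM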
Calpain2 inh: inhibitors of pig calpain II, primary screen, biochemical, fluorogenic peptide substrate, 1536-well; purified calpain II, 30 min; inhibition, % at 16 µM; hit rate 0.37% among 220,000;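 active = inhibition above about 50%, limit read from the data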
thrombin 1536: human alpha-thrombin inhibitors, primary screen, counter-screen for coagulation protease inhibitor project, biochemical, 1536-well, fluorogenic AMC substrate; Boc-VPR-AMC fluorogenic substrate cleavage; inhibition, % at 5 µM; hit rate 0.26% among 220,000; AID 1046, 2008;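 active = inhibition at or above 40%; inactive = inhibition below 40%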;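 also: 0% = enzyme with no compound and 100% = wells without enzyme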
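Test system: human alpha-thrombin protein / Dosing: one concentration per compound, 5 µM, with 0.2% DMSO / Medium: pH 7.5 Tris-saline with Tween 20 / Benchmarks: no-compound enzyme wells and no-enzyme blanks / Read-out basis: percent inhibition of thrombin substrate cleavage / Timing: reaction at room temperature / Measured by: fluorescence, ex 355 nm, em 460 nm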
FXIa inh 1536: human FXIa protease inhibitors, primary screen, biochemical, 1536-well. AID 798, 2007. purified FXIa, Boc-Glu-Ala-Arg-AMC fluorogenic substrate. Coagulation factor XI (Homo sapiens), P03951. inhibition, % at 5 µM. hit rate 0.14% among 220,000;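 active = inhibition of at least 40%; inactive = inhibition below 40%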;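 also: fluorescence of freed AMC excited at 355 nm; 0% = enzyme without compound and 100% = no enzyme blank; many of its hits are not listed in these tables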
Rad51 HR inh: human RAD51 strand exchange inhibitors, primary screen, biochemical, fluorescence; DNA repair protein RAD51 homolog 1 (Homo sapiens), Q06609; hRad51 DNA strand exchange, fluorescence dequenching; inhibition, % at 10 µM; hit rate 0.085% among 200,000;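 active = inhibition above 40% at the single screening dose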;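 also: 0% = DMSO control wells and 100% = blanks with heterologous ssDNA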
Target sequence (Q06609 whole entry, looked up): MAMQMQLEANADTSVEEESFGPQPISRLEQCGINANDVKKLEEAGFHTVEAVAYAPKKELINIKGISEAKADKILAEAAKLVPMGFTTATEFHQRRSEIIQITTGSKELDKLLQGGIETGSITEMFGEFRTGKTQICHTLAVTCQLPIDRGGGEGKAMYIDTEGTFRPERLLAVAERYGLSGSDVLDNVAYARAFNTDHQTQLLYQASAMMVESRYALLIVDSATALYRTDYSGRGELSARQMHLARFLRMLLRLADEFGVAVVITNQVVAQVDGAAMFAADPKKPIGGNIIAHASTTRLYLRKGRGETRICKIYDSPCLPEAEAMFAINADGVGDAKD
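Test system: preformed human Rad51 ssDNA filaments; also added: Donor/quencher-labelled 47-bp dsDNA substrate; doses: 10 µM final, single point; times: 37 °C 15-min filament assembly, 30-min compound preincubation, 15-min exchange; detection: FRET fluorescence dequenching, excitation 485 nm, emission 520 nm; read-out basis: Fluorescence-based percent inhibition, control- and blank-normalised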
FXIIa inh: human FXIIa protease inhibitors, primary screen, biochemical, 1536-well; Coagulation factor XII (Homo sapiens), P00748; purified FXIIa, Boc-QGR-AMC fluorogenic substrate, 2 h; inhibition, % at 5 µM; hit rate 0.3% among 220,000; AID 800, 2007; in the data active = inhibition above about 40%;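 also: 0% = enzyme with no compound and 100% = blank without enzyme; many of its hits are not listed in these tables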
Cl transport mod: KCC2 cotransporter modulators, thallium flux, primary screen, cell-based, HEK293 KCC2, FluoZin-2 fluorescence, MLSMR | KCC2 cells, thallium flux FluoZin-2 fluorescence | B-score of Tl+ flux slope (higher = more flux/activation; lower = inhibition) at 10 µM | hit rate 2.2% among 190,000;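 active = thallium flux slope and its plate-corrected score both differing from the plate sample mean at a set confidence after two filtering rounds, in either direction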;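 also: slope of fluorescence scaled to starting intensity during 10 to 20 s after thallium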
KLK5 inh: human KLK5 protease inhibitors, primary screen, biochemical, 1536-well. inhibition, % at 5 µM. AID 873, 2007. Kallikrein-5 (Homo sapiens), Q9Y337. hit rate 0.59% among 210,000. recombinant hK5, fluorogenic AMC substrate cleavage;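 active = inhibition of 40% or more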;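 also: 0% = enzyme controls without compound and 100% = no-enzyme blanks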
Target sequence (Q9Y337 67-293 limits assumed): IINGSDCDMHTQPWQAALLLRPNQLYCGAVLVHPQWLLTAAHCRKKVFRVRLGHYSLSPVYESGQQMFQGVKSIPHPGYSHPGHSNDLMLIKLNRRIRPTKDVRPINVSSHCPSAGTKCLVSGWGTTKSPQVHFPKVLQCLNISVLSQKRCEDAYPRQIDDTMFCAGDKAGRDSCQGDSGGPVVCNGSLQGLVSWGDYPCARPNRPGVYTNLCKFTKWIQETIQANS
An asterisk follows results filed as active; i = inactive; nt = no result given; [ ] = remark or other dose. A portion of the library, so the mix of outcomes need not match the whole.

#1 Cc1ccc(S(=O)(=O)NCc2c(-c3ccccc3)c3cc(Cl)ccc3[nH]c2=O)cc1
#2 COc1c(C)cc(C(=O)C2CCCN(Cc3cccc4nccnc34)C2)cc1C (stereo not drawn)
#3 Cc1cccc(-n2ccnc2SCC(=O)Nc2nccs2)c1
#4 COc1ccc(OCCCC(=O)Oc2ccc(OC)cc2)cc1
#5 O=C(O)CCCN=Cc1c(O)c2ccccc2oc1=O
#6 CCOc1ccc(NC(=O)Nc2cccs2)cc1
#7 CCC(C)N(C(=O)COc1ccc(NC(C)=O)cc1)C1CCS(=O)(=O)C1 (stereo not drawn)
#8 CCOc1ccc(C(=O)NNC2CC(=O)N(Cc3ccc(Cl)cc3)C2=O)cc1OC (stereo not drawn)
Screen / compound no.	1	2	3	4	5	6	7	8
Furin inh	-17	-18	-21	-16[20 µM]	-19	1[20 µM]	-11	-18
PERK inh	0.6	0.8	-1.2	0.2	0.5	1.9	0.1	0.1
Calpain2 inh	9	19	11	-19	25	21	-5	-24
thrombin 1536	-10	-3	1	3	-6	5	-14	-6
FXIa inh 1536	4	2	1	-3	3	0	-3	0
Rad51 HR inh	0	nt	1	-4	-2	0	-71	-9
FXIIa inh	12	8	10	13	2	16	2	-1
Cl transport mod	0.73	-1.8	-0.68	nt	1.2	nt	-0.13	-0.63
KLK5 inh	-3	nt	11	-5	-2	-3	-1	-8

#9 CCCCCCCn1c2c(c(=N)c3c1CCC3)CCCC2
#10 CCOC(=O)c1[nH]c2c(c1C)C(=O)CC(c1ccc(OC)c(OC)c1)C2 (stereo not drawn)
#11 COC(=O)/C(=C/c1cccnc1)NC(=O)c1ccccc1
#12 CCCCCCc1cc2cc(-c3nnc(-c4cc(OC)c(OC)c(OC)c4)o3)c(=O)oc2cc1O
#13 CC1Cc2cc(/C(O)=C3/C(=O)C(=O)N(CCCn4ccnc4)C3c3ccncc3)ccc2O1 (stereo not drawn)
#14 Cc1occc1C(=O)NNC(=O)c1nn(C)c(=O)c2ccccc12
#15 CCCCCCCCn1cnc2c(N)c(C)c(C)cc21
#16 CCN(c1ccccc1)S(=O)(=O)c1cc(C(=O)Nc2cccc(Cl)c2)ccc1F
Screen / compound no.	9	10	11	12	13	14	15	16
Furin inh	4	-10[20 µM]	3	1[20 µM]	-6[20 µM]	-21	-17[20 µM]	-10
PERK inh	0.4	-1.3	1.1	0.2	2.2	0.5	-0.3	0.3
Calpain2 inh	48	-5	4	-65	-23	4	12	22
thrombin 1536	nt	-5	-4	-2	2	-5	0	-2
FXIa inh 1536	11	-4	18	3	2	-2	5	19
Rad51 HR inh	-4	5	-8	-382	4	7	8	3
FXIIa inh	12	-2	7	3	9	6	17	21
Cl transport mod	-0.27	0.37	0.68	i	nt	0.15	nt	-1.3
KLK5 inh	1	13	1	-18	1	10	8	-5

#17 N#CC1=C(SCC(=O)NC2CCCCC2)NC(=O)CC1c1ccco1 (stereo not drawn)
#18 Cc1nn(-c2ccccc2)c(C)c1/C=N\N1CCN(c2ccc(Cl)cc2)CC1
#19 COc1ccc(/C=N/N2C(=O)CN(C(=O)c3ccccc3)C2c2ccc(OC)cc2)cc1 (stereo not drawn)
#20 O=C(O)c1ccc(N2CC3CC(C2)c2cccc(=O)n2C3)c(NC(=S)Nc2ccc(Cl)cc2Cl)c1 (stereo not drawn)
#21 COc1ccc(Cl)cc1NC(=O)C12CCC(C)(C(=O)O1)C2(C)C (stereo not drawn)
#22 Clc1ccc(C2=C3CCCCn4c(-c5ccccc5)c[n+](c43)C2)cc1
#23 S=C(c1c[nH]c2ccccc12)N1CCOCC1
#24 Cc1ccn2cc(CCNC(=O)C3CC=CCC3C(=O)O)nc2c1 (stereo not drawn)
Screen / compound no.	17	18	19	20	21	22	23	24
Furin inh	-23[20 µM]	-19[20 µM]	-17	-10	-6[20 µM]	-29[20 µM]	-12	-21
PERK inh	0.3	1.0	-2.4	1.4	0.4	-0.2	1.1	-0.2
Calpain2 inh	-11	17	-18	-31	-7	i	8	14
thrombin 1536	2	-4	-2	-16	6	2	0	-2
FXIa inh 1536	7	-10	-1	-4	5	-4	0	-2
Rad51 HR inh	0	3	6	14	-9	-7	7	-8
FXIIa inh	14	8	7	4	10	6	10	6
Cl transport mod	0.055	nt	-0.97	15*	nt	1.1	0.18	-0.054
KLK5 inh	5	0	0	-9	-2	-52	3	-1

#25 COC(=O)c1cc(C(=O)NCCC(C)C)cc([N+](=O)[O-])c1
#26 COc1ccccc1-c1noc(-c2ccccc2C(=O)Nc2ccccc2)n1
#27 CCOC(=O)Cc1[nH]nc2c1C(c1cc(OC)ccc1OC)C(C#N)=C(N)O2 (stereo not drawn)
#28 CC1CCN(S(=O)(=O)c2ccc3ncn(CC(=O)N4CCN(C)CC4)c(=O)c3c2)CC1
#29 CCNc1nc(NCC)n2c(SCc3nc4ccccc4c(=O)[nH]3)nnc2n1
#30 O=C(c1cc2c(s1)CCC2)N1C(=O)c2ccccc2S1(=O)=O
#31 CC(C)CCNC(=O)CCCn1c(=O)[nH]c2ccc(Br)cc2c1=O
#32 CC(C)(C)c1cc(C(=O)N2CCc3ccccc32)ccn1
Screen / compound no.	25	26	27	28	29	30	31	32
Furin inh	-11	-10	-24	-24	-13[20 µM]	-23	-22	-3
PERK inh	-0.4	-0.8	0.3	1.0	0.7	0.7	0.7	-0.9
Calpain2 inh	18	-1	-41	-28	23	-4	2	-3
thrombin 1536	0	-1	-6	-2	7	-4	-3	-8
FXIa inh 1536	2	-3	-3	3	6	-17	-8	2
Rad51 HR inh	-9	-6	8	nt	-6	3	-2	2
FXIIa inh	12	5	6	10	10	10	4	12
Cl transport mod	0.84	nt	-2	-0.024	-2.3	-0.017	0.31	-0.039
KLK5 inh	nt	-18	1	nt	-1	0	8	-20

#33 COc1ccccc1COCC(O)CNCC1(N2CCCCC2)CCCCC1 (stereo not drawn)
#34 CCCN(CC(=O)Nc1cc(Cl)ccc1Cl)C(=O)/C=C/c1ccco1
#35 COc1cc(CNc2ncn[nH]2)cc(Br)c1OC
#36 CC(NC(=O)CN1C(=O)COc2ccccc21)c1ccccc1 (stereo not drawn)
#37 COc1cc2[nH]c(=O)n(Cc3ccc(C(=O)NCCCN4CCN(C)CC4)cc3)c(=O)c2cc1OC
#38 Cc1ccc(CNC(=O)C(=O)NCCC2=CCCCC2)cc1
#39 O=C(CN1CCN(Cc2ccccc2)CC1)N1CCCc2c1c(=O)oc1ccc(O)cc21
#40 CCN(CC)CCOC(=O)c1ccc(Cl)cc1Cl
Screen / compound no.	33	34	35	36	37	38	39	40
Furin inh	-14	-8	-28	-18	-15[20 µM]	-21	9	-23
PERK inh	-1.1	1.9	0.8	0.9	0.8	0.8	-0.5	-0.3
Calpain2 inh	-24	25	-9	-20	2	29	21	11
thrombin 1536	-10	-6	6	-9	2	-3	0	7
FXIa inh 1536	-5	-8	-3	-3	5	-4	-11	-1
Rad51 HR inh	-14	2	-1	-4	-2	-5	3	35
FXIIa inh	12	1	9	18	-1	6	4	7
Cl transport mod	1.4	-0.16	-0.77	-1.1	-0.54	-0.28	0.36	0.14
KLK5 inh	-18	1	71*	-16	3	-7	-6	-3

#41 Cc1nc(SCC(=O)c2cc3ccccc3oc2=O)c(C#N)c(-c2cccs2)c1C(=O)Nc1ccccc1
#42 C[C@@H](C(=O)Nc1nc2ccc(F)cc2s1)N1C(=O)C2CC=CCC2C1=O (stereo partly drawn)
#43 CN(C1CCCCC1)S(=O)(=O)c1ccc(NC(=O)c2ccco2)cc1
#44 CCN(CC)CCCN1C(=O)C(O)=C(C(=O)c2ccco2)C1c1ccc(OC(C)C)cc1 (stereo not drawn)
#45 Cc1ccc(S(=O)(=O)N2CCCC2)cc1C(=O)O
#46 CCN(CC)CC(C)OC(=O)COc1ccc(OC)cc1 (stereo not drawn)
#47 CC(C)C(=O)NNC(=O)CSc1nnnn1C(C)C
Screen / compound no.	41	42	43	44	45	46	47
Furin inh	-18	-13	-14[20 µM]	-8	-14[20 µM]	9[20 µM]	-5
PERK inh	0.2	1.2	-1.1	0.6	0.6	-0.1	1.2
Calpain2 inh	-38	-23	16	17	13	3	-34
thrombin 1536	2	-10	-1	-3	2	-7	-7
FXIa inh 1536	-4	-2	3	-4	4	6	-2
Rad51 HR inh	11	4	4	5	8	11	-3
FXIIa inh	8	-2	-3	12	11	14	5
Cl transport mod	0.22	0.1	-1.2	nt	0.87	0.77	0.92
KLK5 inh	-13	-7	-7	-1	-4	-3	0

Entries listed so far containing an NH in an aromatic ring, in the order listed:
#1 Cc1ccc(S(=O)(=O)NCc2c(-c3ccccc3)c3cc(Cl)ccc3[nH]c2=O)cc1
#10 CCOC(=O)c1[nH]c2c(c1C)C(=O)CC(c1ccc(OC)c(OC)c1)C2 (stereo not drawn)
#23 S=C(c1c[nH]c2ccccc12)N1CCOCC1
#27 CCOC(=O)Cc1[nH]nc2c1C(c1cc(OC)ccc1OC)C(C#N)=C(N)O2 (stereo not drawn)
#29 CCNc1nc(NCC)n2c(SCc3nc4ccccc4c(=O)[nH]3)nnc2n1
#31 CC(C)CCNC(=O)CCCn1c(=O)[nH]c2ccc(Br)cc2c1=O
#35 COc1cc(CNc2ncn[nH]2)cc(Br)c1OC
#37 COc1cc2[nH]c(=O)n(Cc3ccc(C(=O)NCCCN4CCN(C)CC4)cc3)c(=O)c2cc1OC
Screen / compound no.	1	10	23	27	29	31	35	37
Furin inh	-17	-10[20 µM]	-12	-24	-13[20 µM]	-22	-28	-15[20 µM]
PERK inh	0.6	-1.3	1.1	0.3	0.7	0.7	0.8	0.8
Calpain2 inh	9	-5	8	-41	23	2	-9	2
thrombin 1536	-10	-5	0	-6	7	-3	6	2
FXIa inh 1536	4	-4	0	-3	6	-8	-3	5
Rad51 HR inh	0	5	7	8	-6	-2	-1	-2
FXIIa inh	12	-2	10	6	10	4	9	-1
Cl transport mod	0.73	0.37	0.18	-2	-2.3	0.31	-0.77	-0.54
KLK5 inh	-3	13	3	1	-1	8	71*	3
